Compound activity (PubChem)
NPY Y2 blocker – blocks the human neuropeptide Y Y2 receptor; P49146; inhibition, % at 2.7 µM; NPY-Y2 expressing cells, antagonist mode; 140,000 compounds, 0.99% hits; in the data active = inhibition above about 17%;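 also: 0% = vehicle with agonist challenge and 100% = reference antagonist with challenge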
Target sequence (P49146 whole entry, looked up): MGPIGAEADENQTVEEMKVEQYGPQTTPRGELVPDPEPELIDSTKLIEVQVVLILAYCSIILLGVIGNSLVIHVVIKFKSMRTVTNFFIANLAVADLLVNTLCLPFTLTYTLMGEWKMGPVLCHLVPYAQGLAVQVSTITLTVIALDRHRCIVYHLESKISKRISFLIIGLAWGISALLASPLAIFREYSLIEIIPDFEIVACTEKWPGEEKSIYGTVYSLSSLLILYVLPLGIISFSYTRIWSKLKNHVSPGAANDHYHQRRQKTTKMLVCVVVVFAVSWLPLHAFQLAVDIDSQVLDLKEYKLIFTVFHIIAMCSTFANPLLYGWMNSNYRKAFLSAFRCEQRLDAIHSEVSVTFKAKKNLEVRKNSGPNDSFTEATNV
MRP-1 activ – activates MRP-1; 140,000 compounds, 0.61% hits; H69AR cells + doxorubicin, viability rescue, CellTiter-Glo; viability increase, % at 10 µM;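 active = viability gain under doxorubicin at or above a set limit, the compound median plus 3 SD, cut at about 4.7% in these data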;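 also: MRP-1 overexpressing cells given doxorubicin 25 µM after compound pretreatment; 18-22 h compound pretreatment then 72 h with doxorubicin before readout; 0% = doxorubicin-only wells and 100% = vehicle-treated cells without doxorubicin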
Yeast lifespan up – yeast lifespan extension; S. cerevisiae growth with nicotinamide, OD615; deaD strain in restrictive glucose medium; inhibition of the nicotinamide effect, % at 10 µM; 130,000 compounds, 0.68% hits;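 active = inhibition above a set limit, placed 3 SD over the median of all compounds, cut at about 26% in these data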;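 also: 0% = nicotinamide-treated wells and 100% = cells grown without nicotinamide; some compounds called inactive have numbers as strong as hits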
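Measured by: optical density (absorbance) at 615 nm; System: modified budding yeast, DeaD strain; Medium: restrictive CSMM-D dextrose medium; Timing: 4 h preincubation then 48 h treatment at 30 °C.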
bCat KO growth – beta-catenin-lacking colon tumor cell growth suppression; HCT116 beta-catenin knockout viability, CellTiter-Glo, 60 h; stronger effect = lower value; viability, % at 10 µM; 140,000 compounds, 1.5% hits;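 active = viability at or under a set limit, the compound median less 4 SD, cut at about 6% in these data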;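 also: 0% = Hyamine 1622 control at 20 µM and 100% = untreated cell control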
Yeast growth inh – reduces growth of yeast BB579 in restrictive medium. S. cerevisiae BB579 growth, OD615, 48 h. 140,000 compounds, 0.51% hits. inhibition, % at 10 µM;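 active = inhibition above a set limit, 3 SD over the mean compound inhibition, cut at about 44% in these data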; also: inactives centre near -24
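Detection: OD615 turbidity measurement; Material: Saccharomyces cerevisiae DeaD strain BB579, replicative lifespan model yeast; Timing: 48 h exposure, 30 °C; Doses: single 10 µM dose; Medium: CSMM-D restrictive synthetic medium containing dextrose (glucose); Controls: amphotericin B at 10 µg/mL as positive control.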
E-sel TNF inh – TNF alpha driven E-selectin expression inhibition | HUVEC TNFa-induced E-selectin immunofluorescence, high content | AID 1246 | inhibition, % at 2 µM | 120,000 compounds, 0.71% hits;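 active = inhibition above the batch mean plus 3 SD, and confirmed as a hit on visual image review, cut at about 43% in these data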;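 also: 0% = TNF-stimulated DMSO wells and 100% = unstimulated control wells; not every result past the cut was called active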
Measles CPE – protection of cells from measles virus | AID 841 | protection (pct of control), % at 4 µM | Measles virus-infected cells, CPE protection, absorbance | 140,000 compounds, 1.5% hits; in the data active = protection mostly above about 24%, no sharp cut-off; inactive = mostly below about 26%; also: some compounds called inactive have numbers as strong as hits
PTEN del growth – PTEN-deleted cell growth suppression. HCT116 PTEN-null viability, CellTiter-Glo, 60 h; stronger effect = lower value. 140,000 compounds, 1.2% hits. AID 827. viability, % at 10 µM;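 active = viability at or below a set limit, 4 SD under the median of all tested compounds, cut at about 3.7% in these data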;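 also: PTEN knockout HCT116 line with beta catenin targeted HCT116 as companion control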
GALR2 blocker – blocks the human galanin receptor 2; inhibition, % at 4 µM; GALR2-expressing cells, antagonist mode; 140,000 compounds, 0.39% hits; in the data active = inhibition above about 27%;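 also: cells stimulated with galanin 1-16 at roughly its EC80; 0% = agonist challenge control and 100% = basal control without agonist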
Target sequence (O43603 whole entry, looked up): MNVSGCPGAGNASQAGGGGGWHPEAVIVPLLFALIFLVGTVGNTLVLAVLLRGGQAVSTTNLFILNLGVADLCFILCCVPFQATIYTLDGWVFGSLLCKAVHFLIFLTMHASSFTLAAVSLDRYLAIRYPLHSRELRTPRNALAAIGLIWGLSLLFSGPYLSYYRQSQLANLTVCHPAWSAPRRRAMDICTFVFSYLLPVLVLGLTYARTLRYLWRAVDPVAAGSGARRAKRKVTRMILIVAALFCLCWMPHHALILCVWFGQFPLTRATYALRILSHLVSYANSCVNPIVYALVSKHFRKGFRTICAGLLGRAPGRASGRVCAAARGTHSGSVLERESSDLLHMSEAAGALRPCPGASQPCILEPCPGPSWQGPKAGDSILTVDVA
Phagocyt inh – blocks phagocytosis by macrophages. J774A.1 macrophage IgG-bead phagocytosis, imaging. inhibition, % at 5 µM. 110,000 compounds, 0.07% hits. AID 1029;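 active = inhibition above the mean of the plate negative controls plus 5 SD, cut at about 13% in these data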;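 also: phagocytic index as fraction of beads internalized from green versus red external bead signal; plate controls were DMSO negative control for no effect and cytochalasin-D positive control for full effect; some results beyond the cut were filed as inactive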
* marks the source's active call; other numbers are inactive results; . = not tested or not shown. The list is partial. The share of hits here may be higher or lower than overall.

SMILES	NPY Y2 blocker	MRP-1 activ	Yeast lifespan up	bCat KO growth	Yeast growth inh	E-sel TNF inh	Measles CPE	PTEN del growth	GALR2 blocker	Phagocyt inh
COC(=O)COc1cc(C)cc2oc(=O)c3c(c12)CCCC3	3	-3.1	-7	98	-4	-52	8	94	-7	.
Cc1cc2c(s1)NC(=O)CN=C2c1cccs1	5	-4.4	-2	85	-46	24	16	88	-18	0
CCc1ccccc1NC(=O)CSc1nnc([C@@H](N)Cc2c[nH]c3ccccc23)o1	-2	-2.5	-20	94	-10	20	31	86	-5	-3
CCOC(=O)C(=CNc1ccc(C(O)(C(=O)OCC)C(F)(F)F)cc1C)C(=O)OCC (stereo unspecified)	3	-0.7	1	70	-30	-25	8	57	-9	1
C=CCC1(CN2CCCCCC2=O)C(=O)NC(=O)NC1=O	-1	-1.2	-10	96	0	.	4	95	5	0
COC(=O)C(O)(c1ccc(NC(=O)NC2CCCCC2)cc1)C(F)(F)F (stereo unspecified)	0	-0.3	3	88	-34	-2	2	91	8	-2
CCCCn1c(O)c(C=NCCN2CCCCC2)c(=O)[nH]c1=O	-2	-1.3	-21	95	-37	-6	18	84	9	.
CNC(=S)N/N=C1\C2CN3CCN(C2)CC1(c1ccccc1)C3	0	-1.3	6	97	-13	.	8	104	13	1
CCN(CC)C(=O)N[C@H]1C[C@@H]2c3cccc4[nH]cc(c34)C[C@H]2N(C)C1	0	-1.6	6	92	-27	.	20	93	5	.
Cc1cc([P+](=O)O)c(C)n1-c1ccc(Br)cc1	0	-2.0	-18	97	-37	28	6	94	4	0
CC1CC(NC(=O)C2C3CCC(O3)C2C(=O)O)CC(C)(C)C1 (stereo unspecified)	4	-3.2	3	84	23	.	38	83	1	0
Fc1ccccc1CCNCc1cccc(Cl)c1Cl	6	-1.4	-3	85	-1	-17	10	81	-3	.
CCOc1ccc(N2C(=O)NC(=O)/C(=C\c3cc(OC)c(OC)cc3[N+](=O)[O-])C2=O)cc1	2	-2.6	24	91	-10	4	22	91	5	-2
O=c1c2ccccc2nc(N2CCCC2)n1-c1ccc(Cl)cc1	7	-4.8	-15	80	-72	.	27	84	0	.
CCN1CCN(C(=O)COc2ccc(S(=O)(=O)NC(C)C)cc2)CC1	-2	-2.6	.	93	-34	-8	22	105	12	.

Sorted by formula weight (descending): some entries from above
SMILES	NPY Y2 blocker	MRP-1 activ	Yeast lifespan up	bCat KO growth	Yeast growth inh	E-sel TNF inh	Measles CPE	PTEN del growth	GALR2 blocker	Phagocyt inh
CCOC(=O)C(=CNc1ccc(C(O)(C(=O)OCC)C(F)(F)F)cc1C)C(=O)OCC (stereo unspecified)	3	-0.7	1	70	-30	-25	8	57	-9	1
COC(=O)C(O)(c1ccc(NC(=O)NC2CCCCC2)cc1)C(F)(F)F (stereo unspecified)	0	-0.3	3	88	-34	-2	2	91	8	-2
CCN(CC)C(=O)N[C@H]1C[C@@H]2c3cccc4[nH]cc(c34)C[C@H]2N(C)C1	0	-1.6	6	92	-27	.	20	93	5	.
CCCCn1c(O)c(C=NCCN2CCCCC2)c(=O)[nH]c1=O	-2	-1.3	-21	95	-37	-6	18	84	9	.
CC1CC(NC(=O)C2C3CCC(O3)C2C(=O)O)CC(C)(C)C1 (stereo unspecified)	4	-3.2	3	84	23	.	38	83	1	0
Fc1ccccc1CCNCc1cccc(Cl)c1Cl	6	-1.4	-3	85	-1	-17	10	81	-3	.

Next structures
SMILES	NPY Y2 blocker	MRP-1 activ	Yeast lifespan up	bCat KO growth	Yeast growth inh	E-sel TNF inh	Measles CPE	PTEN del growth	GALR2 blocker	Phagocyt inh
CCOc1ccc(CC2C(=O)NC(=O)N(c3ccc(CC)cc3)C2=O)cc1 (stereo unspecified)	3	-0.9	-8	95	6	17	23	111	1	0
CC(C)(C)C(=O)OCC12CCC(O1)C1(C)C(=O)OCC21 (stereo unspecified)	2	1.2	5	97	-12	.	10	98	-1	-5
CCCCn1c(O)c(C(C)=Nc2c(C)n(C)n(-c3ccccc3)c2=O)c(=O)[nH]c1=O	2	-3.1	-28	94	-12	-16	8	97	5	-1
COc1ccc(Br)cc1CN1CCN(CCO)CC1	2	0.4	-6	107	-32	-6	33	94	-8	0
COc1ccc(CN2C(=O)CC(=O)NC2=O)cc1	-2	1.8	-16	95	25	.	3	98	6	0
Nc1ccncc1	-2	-0.2	10	97	-52	.	19	102	11	.
CCOC(=O)C(O)(c1ccc(NC(=S)NC(=O)c2ccc(Cl)cc2Cl)c(C)c1)C(F)(F)F (stereo unspecified)	1	-3.3	18	58	-22	.	11	41	-13	-7
COCCOC(=O)c1c(N)n(Cc2ccccc2)c2nc3ccccc3nc12	13	-0.3	-1	87	-10	-56	6	84	15	0
CCOC(=O)C1SC2(C(F)F)CC1(O)c1c(c(OC)c3occc3c1OC)O2 (stereo unspecified)	6	-4.3	-26	106	-54	11	17	92	-10	0
C/C(=N\Nc1cccc2ccccc12)c1c(O)n(Cc2ccccc2)c(=O)[nH]c1=O	2	-3.1	4	76	-42	.	1	70	9	.
O=C1/C(=C/c2cc([N+](=O)[O-])ccc2Cl)N2CCC1CC2	0	-4.7	23	8	-40	-26	35	26	15	.
Cc1ccc(NC(=O)CSc2nnc([C@@H](N)Cc3c[nH]c4ccccc34)o2)c(C)c1	-2	-0.6	-4	88	-16	0	24	91	14	.
c1ccc2c(c1)Nc1ccccc1S2	-3	0.8	-4	96	-16	.	7	88	18	.
O=C1C=C2C=C[C@H]3C[C@]2(O1)[C@@H]1CCCCN13	-2	-4.1	4	13	-51	.	2	10	0	.
CCN(CC)c1ccc(N=Cc2c(O)n(-c3ccccc3C)c(=O)[nH]c2=O)cc1	3	0.9	-10	64	-52	-26	5	66	-9	-1
CC(C)OP(=O)(OC(C)C)C(O)c1ccccc1F (stereo unspecified)	2	0.9	-1	97	-40	.	8	88	-11	-7
CCOC(=O)c1c(N)n(Cc2ccccc2)c2nc3ccccc3nc12	6	-4.2	-16	96	-48	.	13	81	1	4
NCC1(c2ccc3c(c2)OCCO3)CCCC1	0	-1.1	17	103	-46	-10	1	101	9	.
COc1ccccc1Sc1ccccc1CC(C)N (stereo unspecified)	8	-4.4	0	75	2	.	16	77	17	2
O=S(=O)(c1ccc(Cl)cc1)N1CN2CCN(C2)C1	-2	-2.2	-1	98	-66	.	14	99	-4	-5
COc1ccc(OCC(=O)N2CCN(Cc3nc4cc([N+](=O)[O-])ccc4n3C)CC2)cc1	3	-0.2	-1	79	-44	.	13	86	-1	-13
CC1CN=C(NCc2ccncc2)S1 (stereo unspecified)	0	0.6	-10	96	-32	-36	19	110	0	0
CN(C)C(=O)Nc1cccc(OC(=O)N(C)C)c1	4	0.6	-3	92	-57	-4	6	103	-7	1
CC(=NCc1ccco1)c1c(O)n(C)c(=O)n(C)c1=O	1	-0.8	-5	94	-55	-8	23	108	0	2
O=C(Nc1ccc(Cl)cc1C(=O)c1ccccc1)c1ccccc1	5	1.3	-25	93	-40	-23	18	85	11	3
CCN(CC)CCCOC(=O)C(OC(C)C)(c1ccccc1)c1ccccc1	12	-6.9	.	53	-17	0	9	38	-2	.
CCOC(=O)c1cc(CC)sc1/N=C/c1c(O)[nH]c(=S)[nH]c1=O	1	-2.6	-3	93	-19	4	2	100	-1	-1
CCC(=NCCC1=CCCCC1)c1c(O)[nH]c(=O)[nH]c1=O	3	-0.1	-10	90	7	5	4	94	-3	2
O=C(COc1ccccc1)N1CCN(C/C=C/c2ccccc2)CC1	2	-1.6	-12	82	-45	-52	3	80	-11	2
O=c1[nH]c(=O)n(CCc2ccccc2)c(O)c1C=NCCCn1ccnc1	-2	-0.3	1	85	-19	4	6	90	-6	3
O=C(O)C1CN2CCC1CC2 (stereo unspecified)	2	-2.5	3	95	7	.	9	93	6	0
C(=NC12CN3CN(CN(C3)C1)C2)c1cccnc1	2	-2.2	-13	94	-20	-24	7	99	4	.
O=C1C2CCCN2C(c2ccccc2)N1c1ccccn1 (stereo unspecified)	4	-1.2	-3	92	-41	.	10	105	-9	0
O=C1NC(=O)C2(Cc3ccccc3N3CCCC32)C(=O)N1c1ccccc1 (stereo unspecified)	2	-3.5	-8	87	-41	10	6	94	-7	-1
COc1ccc(-n2c(O)c(C(C)=NC3CC3)c(=O)[nH]c2=O)cc1	-2	-0.2	-2	80	-2	-6	41	86	9	0
Cn1cccc1CNCCc1ccc(F)cc1	2	-1.6	.	89	-52	-22	8	87	2	.
CCOC(=O)c1c(NC(=O)C(c2ccccc2)c2ccccc2)sc2c1C1CCN2CC1	9	-1.1	-17	58	-25	-31	1	54	9	.
CC1(O)C[C@]2(C)N(O)C3CCCC[C@@H]3N2O1 (stereo partly specified)	0	-3.0	-13	98	-13	.	10	102	-8	0
Cc1ccc2c(c1)CC1(CN2C)C(=O)NC(=O)N(c2ccccc2C)C1=O (stereo unspecified)	1	-0.1	8	101	-55	6	3	96	-2	0
CCCCN1C(=N)C(CC)(CC)C(=O)NC1=O	1	-0.7	3	92	-14	.	13	104	-1	-11
